Screening data from PubChem BioAssay.
GPR35 antagonists: GPR35 antagonists blocking zaprinast-driven arrestin recruitment, primary screen, imaging, U2OS, beta-arrestin-GFP, zaprinast agonist (AID 2058); U2OS GPR35 beta-arrestin-GFP translocation imaging, zaprinast antagonism; higher % means a stronger effect; inhibition, % at 10 µM; hits with a dose series show IC50 in µM; 290,000 compounds, 0.052% hits;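 active means inhibition of at least 50% with at least 30 cells and total cytoplasm GFP at most 10,000,000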
GPR55 antagonists: inhibition of LPI-stimulated GPR55 beta-arrestin translocation – imaging, U2OS, beta-arrestin-GFP, LPI agonist, primary screen (AID 2013) | U2OS GPR55 beta-arrestin-GFP translocation imaging, LPI antagonism; higher % means a stronger effect | inhibition, % at 10 µM; hits with a dose series show IC50 in µM | 290,000 compounds, 0.13% hits;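 active means spots per cell inhibited over 60%, with over 100 cells counted and total cytoplasm intensity under 500,000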;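 further: U2OS cells stably carrying GPR55 and arrestin-GFP stimulated by 5 µM LPI near EC80; imaged beta-arrestin-GFP aggregate spots per cell after agonist stimulation; plate controls were LPI-stimulated DMSO wells for no effect and DMSO wells without LPI for full effect; some results filed as inactive read as strong as hits; confirmed hits need IC50 under 10 µM and bright autofluorescent wells are also inconclusive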
RSV CPE inhibition: inhibition of RSV-induced cytopathic effect – HEp-2 cells, primary 10 µM value included (AID 2391) | HEp-2 cells, RSV-induced CPE inhibition; higher % means a stronger effect | CPE inhibition, % at 10 µM; hits with a dose series show IC50 in µM | 310,000 compounds, 0.13% hits; in the data active means a potency from the dose series; further: strong numbers were not always called active
HIV fusion peptide: inhibitors of HIV fusion peptide binding, primary screen, biochemical, uHTS, fluorescence dequenching (AID 1986); cell-free peptide binding, fluorescence dequenching, 30 min; higher % means a stronger effect; 290,000 compounds, 0.3% hits; inhibition, % at 20 µM, or IC50 in µM where a hit was titrated; in the data active means inhibition mostly above about 52%, no sharp cut-off; inactive means mostly below about 76%; further: some results filed as inactive read as strong as hits
Rac1 GTP hydrolysis: MgcRacGAP GTPase-activating activity inhibitors, confirmation, biochemical, ADP Hunter fluorescence; MgcRacGAP-stimulated Rac1 GTP hydrolysis, ADP Hunter fluorescence; higher % means a stronger effect; GST-tagged Rac1 F28L mutant substrate; 340,000 compounds, 0.6% hits; inhibition, % at 30 µM; hits with a dose series show IC50 in µM;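 active means first-screen hits whose inhibition reached a set limit at any dose in the follow-up dose series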;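 further: fluorescence reports GDP produced by GAP-driven GTP hydrolysis; strong numbers were not always called active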
Dengue-2 NS5 capping: flavivirus cap methylation enzyme inhibition – biochemical, confirmation dose response, primary screen (AID 588689). 340,000 compounds, 0.3% hits. inhibition, % at 25 µM, or IC50 in µM where a hit was titrated. Dengue-2 NS5 methyltransferase capping enzyme assay, biochemical; higher % means a stronger effect; in the data active means a potency from the dose series
PhoP inhibition: PhoP-dependent GFP reporter repression – Salmonella Typhimurium, primary screen (AID 1863); inhibition, % at 50 µM; hits with a dose series show IC50 in µM; S. Typhimurium PhoP-regulated promoter GFP reporter, 4 h; higher % means a stronger effect; 300,000 compounds, 0.16% hits;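 active means inhibition over 29.93%, a cutoff 3 SD above the screen mean, later confirmed by dose response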;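 further: 0% = low Mg2+ inducing control and 100% = high Mg2+ repressing control; strong numbers were not always called active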
SV40 large T antigen: SV40 large T antigen inhibitors, biochemical (AID 1903); SV40 large T antigen ATPase/helicase inhibition assay; higher % means a stronger effect; one-dose inhibition, % at 20 µM; IC50 in µM for titrated hits; 310,000 compounds, 0.39% hits; in the data active means a potency from the dose series; further: strong numbers were not always called active
UTI89 phage lysis: protection from phage-mediated lysis, alamar blue read-out – E. coli UTI89, K1F phage, bacterial capsule biogenesis inhibitors (AID 488966). 340,000 compounds, 0.02% hits. one-dose inhibition, % at 100 µM; IC50 in µM for titrated hits. E. coli UTI89 K1F phage lysis, alamar blue, 2 h; higher % means a stronger effect;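 active means phage lysis inhibition, versus mean bacterial control, above a set limit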;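 further: capsule biogenesis inhibitors block K1F phage lysis so surviving cells raise fluorescence; higher fluorescence means more inhibition of phage lysis; actives were called in the ten point dose series up to 300 µM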
Dengue-2 NS5 capping pilot replicate: also measured in Dengue-2 NS5 capping; calls as there; inhibition, %; measured here: pilot screen replicate inhibition
Active calls of the source: *; x = not tested or not shown; [ ] = dose if it differs, or a comment.

SMILES | GPR35 antagonists | GPR55 antagonists | RSV CPE inhibition | HIV fusion peptide | Rac1 GTP hydrolysis | Dengue-2 NS5 capping | PhoP inhibition | SV40 large T antigen | UTI89 phage lysis | others
Cc1ccc(S(=O)(=O)N(C)C)cc1NC(=O)COC(=O)CCCOc1ccccc1 | 6% | 6% | 2.7% | -1.6% | 7% | -3% | 1% | 8% | -0.2%
Cc1ccnc(SC2CC(=O)N(c3ccc(C(C)C)cc3)C2=O)n1 (centres undefined) | 0% | 8% | 1.6% | -1.3% | -14% | -3% | 2% | -2% | 1.0%
Cc1ccccc1C(=O)Nc1nnc(-c2cccnc2)o1 | 2% | -8% | 0.7% | 4.2% | 7% | -5% | -5% | 3% | 1.4%
Oc1ccc(N2CCN(c3ncnc4sc(-c5ccccc5)cc34)CC2)cc1 | 1% | -10% | x | -0.7% | 22% | 3% | 5% | 13% | 0.5%
CCOC(=O)C1[C@H]2C(=O)N(C(C)c3ccc(OC)cc3)C[C@]23C=C[C@H]1O3 (some centres undefined) | 8% | -7% | 0.2% | 1.5% | 6% | 2% | -11% | 7% | 1.0%
CCn1c2ccccc2c2cc(NC(C)=O)ccc21 | 3% | -4% | 11% | -0.4% | 6% | 5% | 0% | 8% | 0.2%
O=C(CSc1nccn(-c2ccc(Br)cc2)c1=O)NCc1ccccc1 | x | x | 1.0% | x | 8% | -4% | 3% | 30% | -1.5%
CC1CN(C(=O)c2cc3c(=O)n4ccccc4nc3n2C)CC(C)O1 (centres undefined) | -8% | 5% | 3.3% | 1.4% | -5% | -15% | -8% | 9% | 0.2%
O=C(c1cc2c(s1)-c1ccccc1OC2)N1CCN(c2ccccc2)CC1 | -3% | 16% | 1.6% | -3.7% | 1% | -1% | 5% | 1% | 0.3%
CC(C)n1c(SCC(=O)Nc2ccccc2)nc2c1c(=O)[nH]c(=O)n2C | -1% | 5% | 3.0% | -0.5% | 16% | 3% | -5% | 2% | -0.2%
O=c1oc2c3c(nn2c2ccccc12)CCCC3 | 2% | 8% | 2.0% | 3.1% | 9% | -5% | -11% | 16% | 0.1%[50 µM]
CCOC(=O)c1c(CN(C)C)n(-c2ccccc2)c2cc(Br)c(O)cc12 | -9% | 3% | -0.2% | -0.9% | 3% | -10% | -8% | 14% | -1.6%
CCCOC(=O)c1[nH]c2c(c1C)C(=O)CC(c1cccs1)C2 (centres undefined) | 6% | 2% | 0.1% | -2.1% | -2% | -4% | -1% | 19% | -0.1%
Nc1nn(-c2ccccc2)nc1C(=O)OCc1ccccc1F | -4% | -6% | 2.8% | -0.3% | 6% | -3% | -2% | 19% | -0.3%
CCOc1ccc(N2C(=O)c3ccccc3C2=O)cc1 | -9% | 5% | 1.2% | -0.6% | 8% | 2% | 3% | 17% | 5.8%
COCCNC(=O)CC(=O)N/N=C/c1cccc(C(=O)OC)c1 | 0% | 5% | 2.0% | -2.8% | 5% | 2% | 5% | 12% | 0.1%
COc1cccc(-c2csc(N3CCN(CC(=O)NNC(=O)c4ccc(Cl)cc4)CC3)n2)c1 | 8% | 8% | 5.6% | -0.7% | 6% | -2% | -10% | -4% | 0.4%
COc1ccnc(CSC(N)=Nc2ccccc2C(F)(F)F)c1 | -2% | 2% | -0.1% | 0.8% | 14% | 0% | 0% | 10% | 3.3%[50 µM]
COc1ccc(C(=O)N/N=C/c2sc(=O)n(Cc3cccc(C(=O)O)c3)c2Cl)cc1 | 2% | 16% | 1.1% | 11% | 14% | 2% | -3% | 10% | 0.0%
CCCCCCCCCCCC(=O)NC(C(=O)OCC)C(O)c1cccc([N+](=O)[O-])c1 (centres undefined) | 8% | 9% | 0.7% | 5.4% | 8% | -7% | 1% | 11% | -1.1%
CCCOc1ccc(C2c3c(oc4cc(C)c(C)cc4c3=O)C(=O)N2CCCN(C)C)cc1 (centres undefined) | -19% | 4% | 0.5% | 0.3% | 3% | -1% | 8% | -1% | 8.6%
Cc1cc(NC(=O)c2ccc(NC(=O)C3CCCO3)cc2)ccc1Br (centres undefined) | 9% | -7% | 1.1% | 1.4% | 7% | -13% | -12% | 3% | 0.1%
COC(CNC(=O)c1ccc2c(c1)nc(C)n2-c1ccc(F)c(F)c1)OC | 2% | -4% | 0.4% | 0.4% | 2% | -1% | -5% | 12% | 4.7%
CCCCCN1C(=O)Cn2c(nc3ccccc3c2=O)C1C (centres undefined) | -7% | -8% | 7.3% | -0.1% | 0% | x | -8% | 2% | 0.1%
CCCC(=O)Nc1ccc(Cl)c(NC(=O)CC)c1 | -13% | -2% | 1.8% | 6.6% | 2% | -5% | 2% | 15% | -3.0%
Cc1ccc(N/C(N)=N/c2nc(C)cc(N3CCCCC3)n2)c(C)c1 | -12% | 2% | -0.4% | -0.5% | 5% | -3% | -13% | 9% | -0.3%
Nc1nc(Cl)cc(N2CCC(c3cc(-c4ccc(Cl)cc4Cl)n[nH]3)CC2)n1 | -2% | 17% | -1.1% | -0.5% | 7% | -5% | -12% | 12% | 0.3% | Dengue-2 NS5 capping pilot replicate=-2.7
O=C1OC(c2ccco2)=N/C1=C\c1ccc(-c2cccc(C(F)(F)F)c2)o1 | -3% | 3% | 0.5% | 56%* | 12% | -43% | -13% | 24% | 0.0%
O=C1C2C3C=CC(C3)C2C(=O)N1CCN1CCN(S(=O)(=O)c2ccc3ccccc3c2)CC1 (centres undefined) | 7% | -4% | 8.9% | 2.5% | -3% | 6% | 13% | 4% | -2.2%
COc1ccc2nc3ccccc3nc2c1NC(=O)c1ccc(Cl)cc1 | -9% | 10% | 0.7% | 50% | 6% | -11% | -73% | 3% | -0.3%
O=C(Nc1ccc(F)cc1)c1ccc2c(=O)n(CC3CCCO3)c(=S)[nH]c2c1 (centres undefined) | 5% | 8% | 9.9% | -0.2% | 2% | -11% | 2% | 5% | -0.3%
O=C(Nc1ccc(Oc2ccccc2)nc1)C1CCCCN1Cc1ccc(OCCO)cc1 (centres undefined) | -11% | 7% | 0.2% | 3.1% | 8% | -3% | -3% | 13% | 0.7%
NS(=O)(=O)c1ccc(NC(=O)/C=C/c2ccc3c(c2)OCO3)cc1 | 1% | 4% | -0.8% | -1.6% | 8% | -8% | -3% | 3% | -0.5%
COc1ccc(N(C(=O)c2ccncc2)S(=O)(=O)c2ccc(Cl)cc2)cc1 | 16% | 9% | 0.3% | -1.0% | 5% | -24% | x | x | -8.2%
Cn1c(SCc2cccc([N+](=O)[O-])c2)nc2ccccc2c1=O | x | x | 0.4% | x | 0% | -3% | x | x | 0.7%[50 µM]
C=CCn1c(SCC(=O)Nc2ccc3c(c2)CCC3)nnc1-c1cccs1 | -4% | 1% | 22% | -0.1% | 9% | 2% | -5% | -2% | -2.4%

As a working copy, part of the list above.
SMILES | GPR35 antagonists | GPR55 antagonists | RSV CPE inhibition | HIV fusion peptide | Rac1 GTP hydrolysis | Dengue-2 NS5 capping | PhoP inhibition | SV40 large T antigen | UTI89 phage lysis | others
Cc1ccc(S(=O)(=O)N(C)C)cc1NC(=O)COC(=O)CCCOc1ccccc1 | 6% | 6% | 2.7% | -1.6% | 7% | -3% | 1% | 8% | -0.2%
Cc1ccnc(SC2CC(=O)N(c3ccc(C(C)C)cc3)C2=O)n1 (centres undefined) | 0% | 8% | 1.6% | -1.3% | -14% | -3% | 2% | -2% | 1.0%
Cc1ccccc1C(=O)Nc1nnc(-c2cccnc2)o1 | 2% | -8% | 0.7% | 4.2% | 7% | -5% | -5% | 3% | 1.4%
Oc1ccc(N2CCN(c3ncnc4sc(-c5ccccc5)cc34)CC2)cc1 | 1% | -10% | x | -0.7% | 22% | 3% | 5% | 13% | 0.5%
CCOC(=O)C1[C@H]2C(=O)N(C(C)c3ccc(OC)cc3)C[C@]23C=C[C@H]1O3 (some centres undefined) | 8% | -7% | 0.2% | 1.5% | 6% | 2% | -11% | 7% | 1.0%
CCn1c2ccccc2c2cc(NC(C)=O)ccc21 | 3% | -4% | 11% | -0.4% | 6% | 5% | 0% | 8% | 0.2%
O=C(CSc1nccn(-c2ccc(Br)cc2)c1=O)NCc1ccccc1 | x | x | 1.0% | x | 8% | -4% | 3% | 30% | -1.5%
CC1CN(C(=O)c2cc3c(=O)n4ccccc4nc3n2C)CC(C)O1 (centres undefined) | -8% | 5% | 3.3% | 1.4% | -5% | -15% | -8% | 9% | 0.2%
O=C(c1cc2c(s1)-c1ccccc1OC2)N1CCN(c2ccccc2)CC1 | -3% | 16% | 1.6% | -3.7% | 1% | -1% | 5% | 1% | 0.3%

(listing goes on)
SMILES | GPR35 antagonists | GPR55 antagonists | RSV CPE inhibition | HIV fusion peptide | Rac1 GTP hydrolysis | Dengue-2 NS5 capping | PhoP inhibition | SV40 large T antigen | UTI89 phage lysis | others
CCOc1ccc(N(CC(=O)NC2CCCC2)C(=O)CCC(=O)Nc2nccs2)cc1 | -4% | -3% | 2.5% | 0.9% | 3% | -2% | 1% | 2% | 0.0%
Cc1cc(C)nc(N2CCC(C(=O)NC3CC3)CC2)n1 | 6% | 0% | 1.7% | 0.5% | 6% | -5% | 3% | 1% | 0.4%
Cn1cc([N+](=O)[O-])c(C(=O)NCc2ccccc2)n1 | 3% | 8% | 3.7% | -1.6% | 7% | 1% | -6% | 4% | 0.9%
CCCC(OC(=O)CN1C(=O)COc2ccccc21)C(=O)NC1CCCC1 (centres undefined) | -18% | -10% | 0.8% | -1.5% | 6% | -3% | -11% | 10% | 1.3%
COc1cccc(CN(CC(=O)NCC2CCCO2)C(=O)CNS(=O)(=O)c2ccccc2)c1 (centres undefined) | x | x | 0.6% | x | 11% | -2% | x | x | 1.4%
CC1=CC(=O)N(c2cccc(C(F)(F)F)c2)C1c1ccc(Cl)cc1 (centres undefined) | 12% | 6% | 4.6% | 1.6% | 10% | -2% | 6% | 5% | 7.3%
CCCCN(CCCC)CCNC(=O)c1cn(C)c2ccc(S(=O)(=O)N(C)C3CCCCC3)cc2c1=O | -12% | -12% | -1.5% | 0.3% | -9% | -3% | -3% | 8% | -0.2%
Cc1ccc(Cn2nnc3c(=O)n(CC(=O)NCc4ccc5c(c4)OCO5)cnc32)cc1 | -11% | 1% | 2.7% | 3.5% | 0% | 2% | -11% | 7% | 0.2%
Cc1ccc(NC2=C(NC(=O)c3ccccc3)C(=O)c3ccccc3C2=O)cc1Cl | -13% | 16% | 5.2% | -1.0% | 18% | 27% | 20% | 7% | 0.1%
CCN1CCN(CC(=O)N/N=C/c2cc(Br)cs2)CC1 | -3% | 5% | 0.0% | 0.1% | 94µM* | 1% | -4% | 14% | 0.8%
